# USP1-UAF1 inh = USP1/UAF1 (human) deubiquitinase inhibition; AID 743255; 0.23% of 390,000 active; recombinant USP1/UAF1, Ub-Rhodamine cleavage fluorescence; O94782; Potency, µM (highest dose often 57.1 µM), for inactives: top-dose activity change, negative = inhibition, most hits filed as inhibitors; also: potency is read from the fitted curve at half-maximal effect; % is scaled to controls: 0 for no effect and ±100 for the full control effect; nearly all actives have a fitted effect of over 60% in size; inactives centre near -12
#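 1 nM enzyme complex + cpd, 15 min RT; start with Ub-Rho 150nM final; kinetic fluorescence ex 480/em 540, 6 reads q60 s. Buffer 50mM HEPES pH 7.8, 0.5mM EDTA, 0.1 mg/ml BSA, 1mM TCEP, 0.01% Tween-20.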
# Vif-APOBEC3F blk = blocks the Vif interaction with APOBEC3F; HeLa A3F-eYFP + Vif (tagged APOBEC3F with the HIV-1 protein that degrades it), YFP fluorescence increase; Potency, µM (top dose mostly 46.1 µM), without a hit: top-dose activity, negative = active; 0.2% of 390,000 active; AID 602313; also: potency is read from the fitted curve at half-maximal effect; % of control where 0% means no effect; nearly all actives have a fitted effect of over 65% in size
#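 HeLa cells stably expressing Vif plus C-terminally eYFP-tagged A3F were seeded, incubated overnight at 37 deg C, dosed with compound, incubated overnight again at 37 deg C. Yellow fluorescence (Ex 488/Em 500-530) reported blocked Vif-mediated A3F-eYFP degradation.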
# RGS4 inh = blocks human RGS4-accelerated GTP hydrolysis; P49798; Transcreener GDP fluorescence polarization, RGS4-accelerated GTP hydrolysis; Potency, µM (doses to about 114 µM), inactives show at the top dose activity change, negative = inhibition, usual class: inhibitors; 0.039% of 390,000 active; AID 504845; also: potency is read from the fitted curve at half-maximal effect; % is scaled to controls: 0 for no effect and ±100 for the full control effect; nearly all actives have a fitted effect of over 75% in size; some results filed as inactive show a strong effect at the top dose
#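 MLSMR compounds (23 nl, pin-transferred) preincubated 10 min at room temperature with a 500nM (2x) first reagent, then RGS4 at 900nM (2x) plus Transcreener GDP mix added; fluorescence polarization (620/688 nm) read before and after 90 min at 30 °C.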
# LDHA inh = LDHA (human) enzyme inhibition | P00338 | 0.15% of 480,000 active | purified LDHA, NADH/diaphorase-resazurin fluorescence; hits give low values | AID 1347041 | activity change, % (values are at about 110 or 230 µM); in the data active = activity change below about -30%; inconclusive = mostly about -25% to -30%;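 also: plate controls were DMSO wells for no effect and wells without enzyme for full effect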
#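 Resorufin fluorescence (ex540/em590), read at 0 and 20 min after diaphorase/resazurin addition, reports the NADH left after a 5 min room-temperature reaction of 2 nM human LDH5 with 0.06 mM NADH and 0.2 mM pyruvate.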
# TrxR1 substrate = rat thioredoxin reductase 1 substrate activity; purified TrxR1 substrate turnover, NADPH consumption readout; Potency, µM (doses to about 114 µM), inactives show at the highest dose activity change, negative = substrate turnover; 0.01% of 390,000 active; AID 588456; also: potency is read from the fitted curve at half-maximal effect; % is scaled to controls: 0 for no effect and ±100 for the full control effect; nearly all actives have a fitted effect of over 50% in size
# Target sequence (O89049 whole entry, looked up): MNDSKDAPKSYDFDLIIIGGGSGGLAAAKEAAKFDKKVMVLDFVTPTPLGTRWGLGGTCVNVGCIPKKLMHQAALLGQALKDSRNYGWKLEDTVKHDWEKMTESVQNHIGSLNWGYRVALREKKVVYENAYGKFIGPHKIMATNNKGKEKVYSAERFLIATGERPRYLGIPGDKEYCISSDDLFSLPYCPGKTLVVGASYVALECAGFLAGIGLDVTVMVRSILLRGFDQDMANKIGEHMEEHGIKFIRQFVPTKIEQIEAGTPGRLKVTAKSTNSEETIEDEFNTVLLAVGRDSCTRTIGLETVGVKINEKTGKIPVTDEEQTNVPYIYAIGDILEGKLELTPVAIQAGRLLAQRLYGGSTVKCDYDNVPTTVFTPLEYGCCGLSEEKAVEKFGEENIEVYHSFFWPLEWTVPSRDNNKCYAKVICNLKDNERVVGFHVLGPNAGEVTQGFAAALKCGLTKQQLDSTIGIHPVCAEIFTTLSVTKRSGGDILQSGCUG
#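 Rat TrxR1, dispensed at 90 nM, was prereduced with 400 uM NADPH (final) for 5 min at ~22 deg C, then incubated with compound 15 min before 400 uM selenite. A first-read NADPH fluorescence drop versus no-compound background flagged substrates.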
# Vif-A3G inh = inhibitors of Vif-APOBEC3G interaction | Q9HC16 | HeLa A3G-eYFP + Vif (tagged APOBEC3G with the HIV-1 protein that degrades it), YFP fluorescence, overnight | Potency, µM (top dose mostly 46.1 µM), inactives show at the top dose activity, negative = active, actives largely listed as inhibitors | 0.076% of 410,000 active | AID 602310;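 also: potency is read from the fitted curve at half-maximal effect; % is scaled to controls: 0 for no effect and ±100 for the full control effect; nearly all actives have a fitted effect of over 60% in size; hits raise eYFP signal because A3G escapes Vif-driven loss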
# Target sequence (Q9HC16 whole entry, looked up): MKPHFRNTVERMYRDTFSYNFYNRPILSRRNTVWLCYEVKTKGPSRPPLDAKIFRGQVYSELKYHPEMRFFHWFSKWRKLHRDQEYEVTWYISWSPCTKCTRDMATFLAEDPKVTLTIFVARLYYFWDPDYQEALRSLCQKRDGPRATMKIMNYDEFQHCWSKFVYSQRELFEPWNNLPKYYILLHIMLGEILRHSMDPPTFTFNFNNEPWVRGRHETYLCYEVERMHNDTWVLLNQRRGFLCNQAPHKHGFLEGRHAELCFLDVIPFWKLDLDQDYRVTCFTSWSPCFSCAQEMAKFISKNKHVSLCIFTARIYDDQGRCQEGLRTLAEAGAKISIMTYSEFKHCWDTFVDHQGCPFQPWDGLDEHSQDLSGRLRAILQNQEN
#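 HeLa cells stably expressing Vif and C-terminally eYFP-tagged A3G, seeded overnight at 37 deg C, then exposed to compound by pintool overnight at 37 deg C. Rise in yellow fluorescence (Ex 488/Em 500-530, Acumen) marks blocked Vif-driven A3G degradation.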
# GRP78 ERSR act = ER stress response induction in glioma | Potency, µM, for inactives: at the top dose activation, actives largely listed as activators | 0.02% of 420,000 active | U87-MG GRP78 promoter luciferase reporter, 16 h; also: potency is read from the fitted curve at half-maximal effect; series mostly up to about 76 µM; % of control where 0% means no effect; nearly all actives have a fitted effect of over 35% in size
#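 ERSR induction read as luciferase luminescence (Bright-Glo, 10 min at room temperature) in stably transfected human U87-MG glioma cells exposed to compounds for 16 h, using GRP78 as sensor.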
# rTrxR1 inhibitor = inhibitors of rat thioredoxin reductase 1. O89049. recombinant rTrxR1, NADPH fluorescence consumption, selenite substrate. Potency, µM (highest dose often 114 µM), for inactives: top-dose activity change, negative = inhibition, most hits filed as inhibitors. 1% of 390,000 active. AID 588453; also: potency is read from the fitted curve at half-maximal effect; % is scaled to controls: 0 for no effect and ±100 for the full control effect; nearly all actives have a fitted effect of over 65% in size
#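 Rat TrxR1 (90 nM in the dispensed reagent) was pre-reduced with 400 uM NADPH for 5 min at room temperature, then incubated with compound for 15 min. After 400 uM selenite was added, NADPH fluorescence (Ex 340/Em 450 nm) was followed for 8 min.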
# mIDH1 inhibitor = blocks human mutant IDH1 R132H enzyme; IDH1-R132H enzyme, NADPH consumption, diaphorase/resazurin fluorescence; O75874; 0.093% of 390,000 active; Potency, µM (titrated, usually from 76.6 µM), for the others: top-dose activity change, negative = inhibition, usual class: inhibitors; also: potency is read from the fitted curve at half-maximal effect; % is scaled to controls: 0 for no effect and ±100 for the full control effect; nearly all actives have a fitted effect of over 65% in size
#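 IDH1-R132H (0.5 ug/mL) preincubated 30 min with compound, then NADPH (0.016 mM) and alpha-KG (2 mM) added; 80 min at RT, pH 7.5. Remaining NADPH coupled via diaphorase/resazurin to fluorescence (540/590 nm); concentration-response curves normalized to no-enzyme control.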
# An asterisk follows results filed as active; ? = inconclusive; / = not tested or not shown; & = joins results of further samples; [ ] = remark or other dose. Unless noted, calls follow the shape of the dose curve; as a rule, active = well fitted curve in the direction sought with a large enough effect; inconclusive = small, poorly fitted or top-dose-only effect, or another doubt; inactive = no such curve, though single readings can be large; an effect the other way counts as inactive or inconclusive. Not all compounds are listed; count on the stated rates, not on these rows.
SMILES,USP1-UAF1 inh,Vif-APOBEC3F blk,RGS4 inh,LDHA inh,TrxR1 substrate,Vif-A3G inh,GRP78 ERSR act,rTrxR1 inhibitor,mIDH1 inhibitor
O=C(Oc1ccccc1)c1c(Cl)cccc1P(=O)(O)O,-12%,3%,-19%,-1,0%,1%,-1%,-1%,7%
COC(=O)c1cc(NC(=S)N2CCN(C(=O)C3CCCO3)CC2)cc(C(=O)OC)c1 (stereo unspecified),-3%,7%,6%[56.9 µM],-6,-5%,0%,0%,-4%,1%
COc1cccc(C2=CC(=O)C(C(C)(C)C)N2C(C)(C)C)c1 (stereo unspecified),-29%,-13%,0%,10,-5%,4%,0%,-1%,17%
CC1(C)Cc2c(cnn2-c2cccc(F)c2)C(NC(=O)CSc2ccncc2)C1 (stereo unspecified),-4%,-9%,-10%,-4,1%,-3%,-1%,10%,3%
Cc1[nH]c(C)c(S(=O)(=O)N2CCN(c3cccc(Cl)c3)CC2)c1C(=O)N1CCCC1,-16%,2%,-21%[56.9 µM],0,10%,-1%,-4%,21%,5%
CCCCn1c(SCC(=O)N2c3ccccc3Sc3ccccc32)nc2c1c(=O)n(C)c(=O)n2C,-21%,-3%,-23%,3,?,-5%,-4%,-19%,8%
COCCOC(=O)C1=C(C)Nc2nc(C)nn2C1c1ccc(F)cc1 (stereo unspecified),-6%&-12%,-2%&6%,1%&-12%,-6&-3,-1%&11%,-2%&-6%,-1%&-2%,9%,0%&5%
Cc1ccc(C2/C(=C(\O)c3c(C)nc4ccccn34)C(=O)C(=O)N2CCN(C)C)o1 (stereo unspecified),-15%,11%,-11%,10,32%[activator][57.1 µM],1%,-3%,19%[57.1 µM],6%
O=C(c1ccc(S(=O)(=O)Cc2cc(F)ccc2F)c([N+](=O)[O-])c1)N1CCOCC1,-25%,0%,/,2,/,?,16%,/,0%
Clc1cncc(Cl)c1N/N=C/c1ccccc1,-19%,11%,-24%,-1,-24%[57.1 µM],0%,1%,9%[57.1 µM],3%
COC(=O)c1nn(-c2ccc(F)cc2)ccc1=O,-12%,3%,-18%,3,-4%[57.1 µM],0%,-4%,11%[57.1 µM],2%
C[C@]12C(=O)N(c3ccc(Cl)cc3)C(=O)N1[C@H]1c3ccccc3OC[C@@H]1[C@H]2c1ccccc1,-30%,5%,-24%,-4,-5%[57.1 µM],-10%,-6%,16%[57.1 µM],4%
COc1ccc(N2CCN(C(=O)CCCCn3c(=O)[nH]c4ccsc4c3=O)CC2)cc1,-10%&-2%,4%&1%,-5%&11%,7&4,6%&-7%,-2%&7%,3%&0%,11%&-1%,0%&9%
CC(C)(C)c1ccccc1OCC(=O)Nc1ncn[nH]1,4%,-1%,-3%,-2,-7%,1%,-1%,-10%,1%
Cc1nnc(Sc2cc(C(=O)NCc3ccco3)c3ccccc3n2)s1,-28%,-7%,-11%,-6,2%,2%,2%,-23%,0%
CCN(CC)C(=O)COC(=O)c1cc(-c2ccco2)nc2ccccc12,-11%,4%,-25%,-1,69%,-4%,-1%,?,3%
O=C(COc1ccccc1Cl)Nc1ccc(C(=O)O)cc1NC(=O)COc1ccccc1Cl,2%,-2%,17%,-11,-11%,-2%,-10%,-15%,4%
CC(C)CC(=O)N1CCN(S(=O)(=O)c2ccc(F)cc2)CC1,-5%,-1%,19%,-3,10%,0%,-2%,16%,6%
O=C(Nc1cccnc1)c1ccccc1-c1ccccc1,-11%,1%,-23%,1,8%,0%,-1%,16%,0%
CCOC(=O)CSc1nnc(NCC(=O)OC(C)C)c(=O)[nH]1,-7%,1%,-35%[11.4 µM],4,-3%[57.1 µM],0%,-15%,1.8µM*,7%
Cc1c(NC(=O)c2ccccc2NC(=O)c2ccccc2)cccc1C(=O)O,-1%,3%,17%,-9,-7%,0%,0%,5%[57.1 µM],1%
Cc1ccc(NC(=O)c2nnn(-c3cccc(C(F)(F)F)c3)c2N)cc1,-12%,6%,28%,-7,7%[57.1 µM],0%,-2%,25%[57.1 µM],1%
O=C(NC(Cc1ccccc1)C(=O)O)/C(=C/c1ccco1)NC(=O)c1cccc(Br)c1 (stereo unspecified),-23%,0%,-2%,2,-4%,1%,-4%,?,-1%
CC(C)C(=O)N1CCN(c2ccc(NC(=S)NC(=O)c3cc4ccccc4o3)cc2)CC1,0%,-8%,-14%,-6,5%,1%,-1%,17%,0%
COc1ccc(N(CC(=O)N2CCN(c3ccccc3)CC2)S(=O)(=O)c2ccccc2)cc1,?,5%,/,-5,/,-2%,-4%,/,-2%
CCc1ccccc1NNC(=O)CCc1ccccc1,-13%,-2%,-19%,-6,6%[11.4 µM],-8%,2%,9%[11.4 µM],9%
CCc1ccccc1N(C)C,/,/,/,/,5%,0%,4%,23%,/
Nc1nc(NCc2ccco2)nc(Nc2ccc(F)cc2)c1[N+](=O)[O-],-1%,-9%,-40%,-5,9%[57.1 µM],-3%,0%,22%[11.4 µM],-2%
O=C(OCC(=O)N1CCN(S(=O)(=O)c2ccccc2)CC1)c1ccc([N+](=O)[O-])o1,-9%,-3%,20%,-1,-9%,0%,1%,17%[57.1 µM],0%
CC(=O)Nc1cccc(C(=O)OC2CCOC2=O)c1 (stereo unspecified),-7%,0%,-4%,-1,0%,-6%,-5%,13%,-7%
COc1ccc(CNC(=O)CCCN2C(=O)c3ccccc3C2=O)cc1,-6%,0%,0%,-5,1%,2%,-2%,11%,2%
COc1ccc(NC(=O)CSc2nc(O)cc(=O)n2-c2ccc(OC)cc2)cc1,?,-3%,10%,-6,3%,-1%,-3%,10%,-15%
CCN(CC)CCNC(=O)Cn1cnc2sc(C)c(S(=O)(=O)N3CCN(c4ccccc4OC)CC3)c2c1=O,-17%&-16%,3%&4%,-5%&-31%,-2&-4,-5%[57.1 µM],-1%&-6%,0%&0%,-5%[57.1 µM],-1%&-8%
CCCCCCC(O)(c1ccc(OC)cc1)C(CN1CCOCC1)c1ccccc1 (stereo unspecified),-22%,?,21%,2,-10%,-11%,7%,-1%,3%
O=C(CCNS(=O)(=O)c1cccs1)N1CCc2ccccc2C1,-23%,-1%,5%,1,-2%[57.1 µM],0%,0%,14%[57.1 µM],8%
CCOc1ccc(NC(=O)c2ccc3c(c2)N(Cc2ccc(F)cc2)C(=O)CS3=O)cc1 (stereo unspecified),-20%,-5%,5%,-5,1%[57.1 µM],-6%,-3%,7%[57.1 µM],-6%
Cc1ccc(CSc2nnc(C)c(=O)[nH]2)cc1,-2%,-11%,4%,-13,1%,-1%,-1%,31%,-2%
CC(NC(=O)Nc1ccc(F)cc1)C(c1cccs1)N1CCCC1 (stereo unspecified),-7%,2%,12%,-8,-12%,1%,-5%,-12%,1%

# Structural class: those above with fluorine (nine)
SMILES,USP1-UAF1 inh,Vif-APOBEC3F blk,RGS4 inh,LDHA inh,TrxR1 substrate,Vif-A3G inh,GRP78 ERSR act,rTrxR1 inhibitor,mIDH1 inhibitor
CC1(C)Cc2c(cnn2-c2cccc(F)c2)C(NC(=O)CSc2ccncc2)C1 (stereo unspecified),-4%,-9%,-10%,-4,1%,-3%,-1%,10%,3%
COCCOC(=O)C1=C(C)Nc2nc(C)nn2C1c1ccc(F)cc1 (stereo unspecified),-6%&-12%,-2%&6%,1%&-12%,-6&-3,-1%&11%,-2%&-6%,-1%&-2%,9%,0%&5%
O=C(c1ccc(S(=O)(=O)Cc2cc(F)ccc2F)c([N+](=O)[O-])c1)N1CCOCC1,-25%,0%,/,2,/,?,16%,/,0%
COC(=O)c1nn(-c2ccc(F)cc2)ccc1=O,-12%,3%,-18%,3,-4%[57.1 µM],0%,-4%,11%[57.1 µM],2%
CC(C)CC(=O)N1CCN(S(=O)(=O)c2ccc(F)cc2)CC1,-5%,-1%,19%,-3,10%,0%,-2%,16%,6%
Cc1ccc(NC(=O)c2nnn(-c3cccc(C(F)(F)F)c3)c2N)cc1,-12%,6%,28%,-7,7%[57.1 µM],0%,-2%,25%[57.1 µM],1%
Nc1nc(NCc2ccco2)nc(Nc2ccc(F)cc2)c1[N+](=O)[O-],-1%,-9%,-40%,-5,9%[57.1 µM],-3%,0%,22%[11.4 µM],-2%
CCOc1ccc(NC(=O)c2ccc3c(c2)N(Cc2ccc(F)cc2)C(=O)CS3=O)cc1 (stereo unspecified),-20%,-5%,5%,-5,1%[57.1 µM],-6%,-3%,7%[57.1 µM],-6%
CC(NC(=O)Nc1ccc(F)cc1)C(c1cccs1)N1CCCC1 (stereo unspecified),-7%,2%,12%,-8,-12%,1%,-5%,-12%,1%
